From PubChem
SKN-1 inh: suppressors of acrylamide-induced Pgst-4::GFP reporter in worms, primary screen, SKN-1 inhibitor project, whole organism, uHTS, GFP/RFP fluorescence ratio, strain VP596; C. elegans VP596 Pgst-4::GFP/RFP ratio, 24 h; inhibition, % at 21.8 µM; 0.49% of 360,000 active;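 active = interference check ratio from 0.5 to 1.5 plus GFP to RFP signal ratio inhibition reaching or exceeding a fixed threshold, cut at about 30% in these data, passing the limit was not always enough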; note: some compounds called inactive have numbers as strong as hits
NRP1-CendR mod: modulators of CendR peptide binding to NRP-1, primary screen, biochemical, fluorescence polarization, uHTS | Neuropilin-1 (Homo sapiens), O14786 | FAM-RPARPAR peptide binding to NRP-1 | inhibition, % at 25 µM | 0.85% of 360,000 active;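 active = inhibition or corrected inhibition above about 18%, plus a signal ratio from 0.5 to 1.5, limit read from the data, passing the limit was not always enough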; note: strong numbers were not always called active
MsrA inhibitor: bovine MsrA enzyme inhibitors, primary screen, biochemical, absorbance, HTS; Methionine sulfoxide reductase A (Bos taurus); purified bovine MsrA, absorbance read-out; inhibition, % at 15.5 µM; 0.75% of 360,000 active; in the data active = inhibition above about 4.5%;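 note: 0% = vehicle wells with enzyme and 100% = reference inhibitor wells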
FAS TE block: FAS thioesterase domain inhibitors, primary screen, biochemical, fluorescence intensity, uHTS; recombinant FAS-TE, OMFH fluorogenic substrate, fluorescence endpoint; inhibition, % at 15 µM; 0.67% of 360,000 active; AID 602261, 2012;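 active = compounds whose normalised, plate-corrected inhibition of enzyme fluorescence in the single-dose primary screen is 50% or more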;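 note: 0% = DMSO with enzyme and 100% = substrate without enzyme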
eLon inh: inhibitors of E. coli Lon protease, primary screen, biochemical, fluorescence polarization; inhibition, % at 7.94 µM; 0.42% of 360,000 active; purified E. coli Lon protease; P0A9M0; in the data active = inhibition above about 13%, passing the limit was not always enough;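 note: 0% = enzyme with probe and DMSO and 100% = no enzyme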
Target sequence (P0A9M0 whole entry, looked up): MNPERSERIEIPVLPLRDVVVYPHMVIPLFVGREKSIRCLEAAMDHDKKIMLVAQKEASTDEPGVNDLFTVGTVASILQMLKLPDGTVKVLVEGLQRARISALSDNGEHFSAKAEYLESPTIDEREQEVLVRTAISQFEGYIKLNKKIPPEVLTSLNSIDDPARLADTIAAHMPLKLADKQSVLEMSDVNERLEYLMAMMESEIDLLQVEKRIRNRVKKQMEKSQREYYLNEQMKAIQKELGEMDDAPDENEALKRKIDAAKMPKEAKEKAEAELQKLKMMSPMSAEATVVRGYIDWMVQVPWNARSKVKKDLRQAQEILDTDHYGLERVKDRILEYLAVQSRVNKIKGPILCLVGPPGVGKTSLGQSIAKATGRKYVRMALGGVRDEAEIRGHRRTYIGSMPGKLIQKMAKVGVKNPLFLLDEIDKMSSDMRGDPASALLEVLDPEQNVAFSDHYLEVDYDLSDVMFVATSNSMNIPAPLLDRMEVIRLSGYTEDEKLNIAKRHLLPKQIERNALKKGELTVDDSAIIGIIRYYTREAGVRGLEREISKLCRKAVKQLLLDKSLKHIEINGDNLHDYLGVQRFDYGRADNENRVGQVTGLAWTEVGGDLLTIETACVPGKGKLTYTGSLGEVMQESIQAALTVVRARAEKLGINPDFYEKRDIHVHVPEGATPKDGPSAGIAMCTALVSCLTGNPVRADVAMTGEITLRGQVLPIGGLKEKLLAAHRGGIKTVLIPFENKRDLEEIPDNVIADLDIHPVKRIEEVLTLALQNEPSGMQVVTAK
bovine MsrA act: bovine MsrA enzyme activators, primary screen, biochemical, absorbance, HTS; Methionine sulfoxide reductase A (Bos taurus); AID 602163, 2012; 0.3% of 360,000 active; activation, % at 10.6 µM; purified bovine MsrA, absorbance read-out; in the data active = activation above about 7.5%;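 note: 0% = vehicle and 100% = reference activator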
TbMetRS inhib: T. brucei MetRS inhibitors, primary screen, biochemical, luminescence | methionyl-tRNA synthetase (Trypanosoma brucei brucei) | purified T. brucei MetRS, ATP depletion, Kinase-Glo luminescence | inhibition, % at 11.9 µM | 0.4% of 360,000 active | AID 624268, 2012;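 active = inhibition above a per-plate cutoff of the control wells' mean inhibition plus 3 SD, cut at about 5.5% in these data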;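 note: 0% = DMSO wells median and 100% = median of wells with control inhibitor compound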
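Material – parasite MetRS enzyme · Medium – HEPES-MgCl2-KCl buffer plus DTT, spermine, BSA, pyrophosphatase · Reagent – ATP, methionine and E. coli bulk tRNA substrates · Times – 15 min enzyme-compound preincubation, 2 h reaction, 10 min detection, 25 °C · Measured by – luminescence of leftover ATP · Evaluation – percent inhibition relative to median high and low control wells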
MT1-MMP act inh: blockers of MT1-MMP proenzyme processing, primary screen, HT1080 RFP-PRO-GFP cells, GFP/RFP fluorescence; Matrix metalloproteinase-14 (Homo sapiens), P50281; GFP/RFP ratio fluorescence, overnight; percent of plate control window, DMSO zero; GFP/RFP ratio change, % at 20 µM; 0.061% of 360,000 active; AID 651647, 2012;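 active = GFP/RFP ratio change of at least 30% with cell ATP level not reduced by more than half and red fluorescence within 50% of control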; note: strong numbers were not always called active
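Assay system: RFP-PRO-GFP reporter HT1080 cells; read-out basis: GFP/RFP fluorescence ratio; benchmarks: DMSO wells and RFP-L50D-GFP cells; doses: 20 µM single dose, 1% DMSO; schedule: overnight cell settling, then overnight compound exposure, 37 °C, 5% CO2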
MLLE-PAM2 inh: inhibitors of PABP1 MLLE–PAM2 peptide binding, primary screen, biochemical, fluorescence polarization, FITC-PAM2, GST-MLLE | AID 588489, 2011 | inhibition, % at 20 µM | Polyadenylate-binding protein 1 (Homo sapiens), P11940 | 0.36% of 360,000 active; in the data active = inhibition above about 35%, passing the limit was not always enough;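 note: plate controls were DMSO wells with GST-MLLE for no effect and wells lacking GST-MLLE protein for full effect; some results filed as inactive read as strong as hits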
* hit, by the source's call; x = no result given. Hits appear at their usual frequency (roughly 4% active in at least one column).

SMILES	SKN-1 inh	NRP1-CendR mod	MsrA inhibitor	FAS TE block	eLon inh	bovine MsrA act	TbMetRS inhib	MT1-MMP act inh	MLLE-PAM2 inh
CC1(c2nnc(-c3ccc(F)cc3)o2)CC(c2ccc(Cl)cc2)=NO1 (stereo not given)	-12	4	-0.3	27	-14	0	-0.2	-6	6
CC(C)CNC(=O)/C(C#N)=C1\N=C(NC(=O)c2ccco2)c2ccccc21	15	-12	4.1	15	1	-7	0.5	1	-15
COc1ccc(-c2nnn(CC(=O)N(C3CCCCC3)C(C)C(=O)NC3CCCC3)n2)cc1OC (stereo not given)	-2	1	-0.5	-5	2	-1	-0.8	-3	2
COc1cccc(-c2nc(CS(=O)(=O)CC(=O)N3CCN(C)CC3)c(C)o2)c1	-4	-23	-1.2	-8	-6	-1	0.0	4	1
CCOC(=O)N1CCC(NC(=O)CCc2cn(C)c3ccccc23)CC1	-16	-8	0.8	-8	-3	-6	-1.1	6	-13
CC(C)(C)OC(=O)NCCCC[C@@H](C(=O)N1CCN(C(=O)OC(C)(C)C)CC1)n1cc(C(CO)NC(=O)OC(C)(C)C)nn1 (stereo not given in full)	9	-3	0.2	7	-3	-4	0.1	6	9
CC(=O)Nc1ccc(OCc2ccc(S(=O)(=O)Cc3ccccc3)cc2)cc1	3	-4	0.4	-4	4	-3	0.6	7	1
CCC(=O)Nc1ccc(S(=O)(=O)NCc2ccco2)cc1	-14	-4	-0.1	-9	1	-2	-0.3	3	-13
CSc1ncccc1C(=O)Nc1cccc(S(=O)(=O)N2CCCCCC2)c1	6	-3	-0.9	16	1	-3	-0.4	-2	0
COC(=O)c1cc(S(=O)(=O)NCc2ccc(F)cc2)cn1C	-6	7	0.4	-1	1	0	0.5	1	15
CC(C)(C)S(=O)c1cccs1 (stereo not given)	2	2	-0.5	-8	-5	-3	0.4	3	25
CCCSc1ccc2nc(-c3ccccc3)cn2c1	50*	-13	-0.1	6	-13	0	-1.2	1	-3
CCCCCCC(=O)N(O)C1CC(=O)N(c2ccc(F)cc2)C1=O (stereo not given)	7	-2	-0.6	6	5	-6	-0.4	17	29
COc1ccc(N2CCN(C(=O)C3CCN(S(=O)(=O)c4ccc(F)cc4)CC3)CC2)cc1	-7	5	-0.3	-1	-5	-7	0.6	3	2
O=C(Nc1ccc(F)cc1F)C1CCCN(c2ncnc3c2nc2n3CCCCC2)C1 (stereo not given)	18	0	x	3	-4	-2	-0.4	3	-7
CC(Sc1nnc(N)s1)C(=O)Nc1ccc2c(c1)OCCO2 (stereo not given)	-16	3	0.6	-5	8	-12	-0.8	-1	-14
CCCCn1c(N)c(N(Cc2ccccc2OC)C(=O)COc2ccc(F)cc2Cl)c(=O)[nH]c1=O	-1	0	1.3	6	-7	-1	0.2	3	-18
O=C(c1c(F)cccc1F)N1CCN(S(=O)(=O)c2ccc3c(c2)OCCO3)CC1	14	7	2.8	-3	-1	2	-0.3	4	5
O=C(CN1C(=O)CCC1=O)Nc1nc(-c2ccc(Oc3ccccc3)cc2)cs1	4	-14	-0.7	26	-12	-4	-0.2	2	-3
CC(C)(C)NC(=O)C(c1ccco1)N(C(=O)Cn1nnc(-c2ccc(F)cc2)n1)c1ccccc1F (stereo not given)	-1	-4	1.2	15	3	0	0.2	0	-3
CCN(CC)CC(O)CCCCCCCCC(=O)OC (stereo not given)	10	12	0.1	-4	0	-2	-0.1	-4	-9
CC(=O)Nc1ccc(NC(=O)CSc2ccc(-c3ccco3)nn2)cc1	2	2	0.1	-2	17*	-3	-0.5	4	31
CC(=O)Nc1cccc(-c2csc(N)n2)c1	-7	7	-0.2	-4	5	-5	-0.1	1	4
CC1CC(C)(C)CC2(C1)NC(=O)N(CC(=O)N(Cc1ccccc1)c1ccccc1)C2=O (stereo not given)	-6	-4	-1.0	26	-5	0	-0.4	-10	-12
CCc1ccc(OCC(=O)N(Cc2cccs2)C2CCS(=O)(=O)C2)cc1 (stereo not given)	-2	0	0.4	11	2	1	0.4	0	1
CCCCc1nnc(NC(=O)CCS(=O)(=O)Cc2ccccc2)s1	7	10	0.7	-4	-2	-2	-0.3	-5	1
O=C(CNC(=O)c1ccc2c(c1)OCO2)N/N=C(Br)/C=C/c1ccccc1	3	0	2.1	5	-5	-2	35*	-2	-3
NC(=O)c1ccc(NC(=O)COC(=O)CCCOc2ccccc2)cc1	-4	-4	-0.5	-5	-9	0	0.0	-1	-4
Cc1ccc2oc(Nc3nc(C)c(C)c(C)n3)nc2c1	-2	11	1.4	0	-1	-4	0.2	1	2
CC1CCN(CCCNC(=O)c2ccc3c(Cl)c4c(nc3c2)CCCC4)CC1	4	-2	-0.3	9	0	-1	-0.3	2	2

Reprinted at random: 2 compounds from above.
SMILES	SKN-1 inh	NRP1-CendR mod	MsrA inhibitor	FAS TE block	eLon inh	bovine MsrA act	TbMetRS inhib	MT1-MMP act inh	MLLE-PAM2 inh
CC1CCN(CCCNC(=O)c2ccc3c(Cl)c4c(nc3c2)CCCC4)CC1	4	-2	-0.3	9	0	-1	-0.3	2	2
O=C(CNC(=O)c1ccc2c(c1)OCO2)N/N=C(Br)/C=C/c1ccccc1	3	0	2.1	5	-5	-2	35*	-2	-3

(cont.)
SMILES	SKN-1 inh	NRP1-CendR mod	MsrA inhibitor	FAS TE block	eLon inh	bovine MsrA act	TbMetRS inhib	MT1-MMP act inh	MLLE-PAM2 inh
Cc1ccccc1NS(=O)(=O)c1cc(C(=O)NCCSC2CCCCC2)ccc1C	14	-6	-0.3	21	-5	0	0.6	-13	6
COc1cc(C(=O)CSc2nncn2C)cc(OC)c1OC	6	14	0.0	-6	-1	0	-0.3	5	-1
CC(C)NC(=O)C1CCN(C2CCN(C(=O)c3ccc4cccc(F)c4n3)CC2)CC1	-3	-13	0.1	-6	1	-2	0.2	0	-4
Cc1cccc(C(=O)NNC(=O)c2ccco2)c1O	-12	4	1.4	3	-2	-2	-0.3	5	2
CCC(C)NC(=O)N[C@@H](CCSC)C(=O)O (stereo not given in full)	3	4	-0.3	-5	0	-4	-0.6	2	7
O=C(NC1CC(=O)N(c2ccc(Cl)cc2)C1)C1CC1 (stereo not given)	19	0	-0.4	-2	-10	-2	-0.5	2	6
CCCn1c(CCc2ccccc2)n[nH]c1=S	-3	-7	-0.1	-1	0	-6	-1.2	-1	-18
COCCNC(=S)NNc1cccc(C(=O)O)c1	10	5	-0.2	-4	-6	0	0.0	2	31
CN(C)c1ccc(C(C(=O)NCc2ccccc2)N(Cc2ccco2)C(=O)c2snc(C(N)=O)c2N)cc1 (stereo not given)	-18	7	-0.3	14	-6	0	-0.4	-13	7
Cc1ccc(NC(=O)c2cc(S(=O)(=O)N3CCc4ccccc43)cn2C)cc1C	-8	-3	0.6	40	0	-3	0.4	-6	7
c1ccc(-c2nn3c(-c4ccccc4)nnc3o2)cc1	16	-3	0.3	-1	6	-12	-0.3	0	-7
O=C(O)c1ccc2c(c1)-c1nc3ccccc3n1C2=O	-19	-10	0.0	-8	0	-4	-0.4	1	-4
O=C(c1cccs1)N1CCN(Cc2ccccc2[N+](=O)[O-])CC1	8	3	-1.0	-5	-12	-5	0.0	3	5
Cc1ccccc1NC(=O)c1sc(NC(=O)C2CC2)nc1C	13	-15	0.5	-6	-8	-2	-0.2	0	6
COc1ccc(C(=O)/C=C/Nc2c(C)n(C)n(-c3ccccc3)c2=O)cc1OC	2	0	1.1	-11	6	-5	-1.1	1	8
CC(C)Cc1nc(SCc2cccnc2)c2c(=O)n(C)c(=O)n(C)c2n1	-14	0	-0.8	5	1	-9	-1.0	-6	3
O=c1[nH]c(CSc2ccccn2)nc2c1oc1ccccc12	3	15	0.2	-2	-7	-1	0.7	4	5
CCOc1ccccc1C(=O)OC(C)C(=O)Nc1ccc(S(=O)(=O)N2CCCC2)cc1 (stereo not given)	5	11	-0.8	17	7	-3	-0.3	0	0
CC1(C)CC(N=c2cc(-c3ccccc3)oc3ccc(Cl)cc23)CC(C)(C)N1	-2	0	-1.0	-5	2	-14	0.0	-7	11
CC1(C(=O)NC2CCCCC2)CCC(=O)N1Cc1ccc2c(c1)OCO2 (stereo not given)	4	-3	-0.1	-6	5	-7	0.0	-1	3
CC(C)C[C@H](NC(=O)c1nc[nH]c1C(=O)N1CCN(c2ccccc2)CC1)C(=O)OCc1ccccc1	14	3	0.3	11	-3	-2	-0.1	2	-11
CCCCOCCCNC(=O)c1ccc(OCC)cc1	27	5	-0.5	5	2	-3	-0.7	5	-2
COc1ccc(COC(=O)c2ccc(S(=O)(=O)N3CCCCC3)cc2)cc1OC	3	-2	-0.1	-2	2	-3	-0.1	3	-32
CCOC(=O)C(O)(CC(=O)Nc1cc(F)ccc1C)C(F)(F)F (stereo not given)	-12	10	1.4	-2	-1	-1	-1.2	1	-5
NC(=O)C1CCCN(S(=O)(=O)c2ccccc2)C1 (stereo not given)	8	-5	0.7	-8	-6	-2	0.0	2	4
CC(NCC(=O)NCCc1ccc(S(N)(=O)=O)cc1)c1ccc(F)cc1 (stereo not given)	-1	10	0.1	-8	1	-8	-0.2	3	-3
CCONC(=O)Nc1ccccc1[N+](=O)[O-]	1	0	-0.3	-11	-7	-2	0.2	2	8
CCOC1=C2CN(S(=O)(=O)c3ccc(C)cc3)[C@H](c3cccs3)C[C@H]2[C@H]2C(=O)N(c3ccccc3)C(=O)[C@H]2C1	-8	8	-1.6	58*	2	-4	-0.4	4	8
O=C(Nc1ccc(F)c(F)c1)C1=COCCO1	-16	0	-1.2	-4	0	-9	-0.6	4	10
COc1ccc(CCNC(=O)Cn2c(=O)c3cccn3c3cccnc32)c(OC)c1OC	8	0	0.8	-4	-6	-2	0.5	-2	-21
CC(=O)C[C@@H](O)CC(=O)[C@H]1OC(=O)CCCCCc2ccccc21	-2	-3	-1.8	-5	-10	7	-0.3	3	-1
CN1C(CC(=O)Nc2ccc(Cl)cc2Cl)c2ccccc2CC1(C)C (stereo not given)	15	-2	-1.6	23	7	-2	1.0	-10	-12
C=CCNC(=O)/C(C#N)=C/c1c(N2CCN(c3cccc(Cl)c3)CC2)nc2c(C)cccn2c1=O	-4	-19	2.2	22	-1	-2	-0.1	-4	-16
COc1ccc(NC(=O)CC(c2ccc(F)cc2)c2ccc(OC)cc2)cc1 (stereo not given)	3	-3	-0.5	8	8	-5	0.0	-3	-7
c1ccc(-c2nn3cnnc3c3ccccc23)cc1	0	6	-0.5	8	3	3	0.7	-1	10
